# miR-122 sensor: miR-122 Renilla sensor signal increase in Huh7, primary screen, miR-122 inhibitor project, cell-based, single point, plate reader. Huh7 miR-122 Renilla luciferase sensor, 48 h; neutral wells = 0, positive control = 100. activation (reporter increase), % at 12.5 µM. 340,000 compounds, 0.3% hits;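 active = mean replicate activation score at least 90 and every replicate individually at or above 90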;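 also: higher luciferase means less miR-122 activity so hits act as miR-122 inhibitors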
# esBAF inh: Bmi1 luciferase reporter increase in mESCs, primary screen, esBAF inhibitor project, mouse ES cells, Bmi1 luciferase knock-in, single point. AID 602393, 2012. reporter increase, % at 12.5 µM. 350,000 compounds, 2% hits. 24 h; 100% = twice the neutral-well signal; in the data active = activation above about 40%;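 also: 0% = median of the plate's neutral control wells and 100% = double that signal; a rise in the Bmi1 reporter signal indicates esBAF inhibition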
# ERp5 block: inhibitors of ERp5-driven insulin aggregation, primary screen, biochemical, turbidity, absorbance 650 nm, single point; Protein disulfide-isomerase A6 (Homo sapiens), Q15084; 90 min; inhibition, % at 9.99 µM; 350,000 compounds, 0.05% hits;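 active = mean replicate inhibition above about 25%, with every replicate also reaching it, limit read from the data, passing the limit was not always enough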
# Target sequence (Q15084 whole entry, looked up): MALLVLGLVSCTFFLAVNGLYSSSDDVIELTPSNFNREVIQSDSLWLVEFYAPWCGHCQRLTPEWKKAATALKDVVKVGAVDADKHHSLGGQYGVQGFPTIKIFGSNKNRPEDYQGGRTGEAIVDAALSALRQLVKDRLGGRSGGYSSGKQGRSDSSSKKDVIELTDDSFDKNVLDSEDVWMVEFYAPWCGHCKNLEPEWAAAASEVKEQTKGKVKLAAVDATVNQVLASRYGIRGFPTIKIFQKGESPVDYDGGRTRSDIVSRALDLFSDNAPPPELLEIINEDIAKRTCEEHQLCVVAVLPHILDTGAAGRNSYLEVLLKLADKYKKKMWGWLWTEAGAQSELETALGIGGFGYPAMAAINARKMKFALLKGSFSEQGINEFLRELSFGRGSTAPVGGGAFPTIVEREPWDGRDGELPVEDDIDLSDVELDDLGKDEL
# Cneo AK release: Cryptococcus neoformans cell lysis inducers, primary screen, AK release luminescence, single concentration. C. neoformans lysis, adenylate kinase release luminescence, 4 h; normalised: neutral wells 0, clomiphene wells 100. lysis activity, % at 15 µM. 360,000 compounds, 0.2% hits. AID 651654, 2012;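 active = mean lysis activity across replicates of at least 80%, whatever share of replicates individually reach that level; inactive = mean lysis activity below 80%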
#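 Schedule: static 4 h at 37 °C with compound, 1 h detection; system: C. neoformans cells; benchmarks: Clomiphene as positive control; buffer or medium: fresh YPD medium; measure: luminescence rise reflecting yeast cell lysis; measured by: luminescent adenylate kinase detection reagent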
# ARNT TACC3 PPI: disruptors of ARNT/TACC3 protein interaction, primary screen, biochemical, AlphaScreen, single concentration; Transforming acidic coiled-coil-containing protein 3 (Homo sapiens), Q9Y6A5; AlphaScreen His-ARNT PAS-B/GST-TACC3 binding, luminescence; TACC3 fragment carries E629A point mutation; inhibition, % at 9.99 µM; 390,000 compounds, 0.66% hits; AID 623870, 2012;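 active = mean inhibition of replicates at least 50% and at least half of replicates each reaching 50%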;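 also: 0% = complete ARNT plus TACC3 wells and 100% = ARNT alone without TACC3; many hits fall short of the cut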
# SIRT5 block: SIRT5 desuccinylase inhibitors, primary screen, biochemical, fluorescence imaging, single point, set 5; AID 652115, 2013; Purified SirT5, succinyl-peptide AMC, trypsin-coupled fluorescence; 330,000 compounds, 1.1% hits; NAD-dependent protein deacylase sirtuin-5, mitochondrial (Homo sapiens), Q9NXA8; inhibition, % at 15 µM; in the data active = inhibition above about 15%
# Target sequence (Q9NXA8 whole entry, looked up): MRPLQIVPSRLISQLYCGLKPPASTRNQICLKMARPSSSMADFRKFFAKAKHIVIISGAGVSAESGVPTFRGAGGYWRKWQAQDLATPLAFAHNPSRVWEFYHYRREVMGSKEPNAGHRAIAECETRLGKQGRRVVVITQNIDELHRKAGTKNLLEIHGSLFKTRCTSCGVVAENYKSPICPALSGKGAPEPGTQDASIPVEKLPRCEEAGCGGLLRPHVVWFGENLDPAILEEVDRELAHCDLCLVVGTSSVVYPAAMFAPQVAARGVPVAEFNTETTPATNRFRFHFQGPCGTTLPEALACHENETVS
# Statin myotox sup: suppressors of statin myotoxicity in C2C12 myotubes, primary screen, cell-based, single point, plate reader; C2C12 myotubes + simvastatin, ATP luminescence, 48 h; scaled: DMSO 0, geranylgeraniol control 100; rescue of ATP level, % at 7.49 µM; 330,000 compounds, 0.78% hits;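 active = mean ATP rescue above about 67%, or every replicate alone reaching that limit, limit read from the data, passing the limit was not always enough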;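 also: myotubes were challenged with 10 µM simvastatin during compound exposure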
# * = called active by the depositor; nt = not tested or not shown; [ ] = remark or other dose.
structure,miR-122 sensor,esBAF inh,ERp5 block,Cneo AK release,ARNT TACC3 PPI,SIRT5 block,Statin myotox sup
Cc1cccc(-c2nc(CS(=O)CC(=O)NC3CCCCC3)c(C)o2)c1 (stereo not drawn),-1,-5,nt,22,-1,-2,-1
O=C(Cn1c(=O)oc2cc(S(=O)(=O)N3CCCC3)ccc21)N1CCN(c2ccccn2)CC1,-3,5,-1,0,-8,-2,4
CC(C)C#Cc1ccc([C@H]2[C@@H](CO)N3CCCCN(S(=O)(=O)Cc4ccccc4)C[C@@H]23)cc1,0[16.7 µM],nt,7,0,12,9,nt
COc1ccc(C(=O)NCC(C)(C)CNC(=O)c2ccc(OC)cc2)cc1,nt,nt,1,nt,-9,-1,nt
CCC(=O)N(C)C[C@@H]1Oc2cc(C#CC3CC3)ccc2S(=O)(=O)N([C@@H](C)CO)C[C@@H]1C,6[16.7 µM],-5,5,2,-7,1,42
COc1ccc(CCNC(=O)c2ccc(CNc3nc(=S)[nH]c4ccccc34)cc2)cc1OC,nt,nt,5,nt,2,-4,nt
CCOC(=O)c1ccc(NC(=O)c2nc(SC)ncc2Cl)cc1,nt,0,2,32,-6,-2,11
CC1(C)Cc2c(sc(NC(=O)c3ccc4c(c3)OCCO4)c2C(N)=O)C(C)(C)N1,-6,-9,-6,4,0,-2,-2
CC(=NNC(=S)N1CC2CCC(CC2)C1)c1ccncn1,nt,nt,3,nt,58*,0,nt
COc1ccccc1-c1ccc([C@H]2[C@@H](CO)N(C(=O)c3cccc(F)c3)[C@H]2C#N)cc1,nt,-1,1,0,8,6,-12
COc1ccc(CCNS(=O)(=O)c2ccc3c(c2)CC(C)N3C(=O)C2CC2)cc1OC (stereo not drawn),12,-3,0,4,nt,7,-3
CCOc1ccc(OCCC(=O)N(CC(C)C)c2c(N)n(Cc3ccccc3)c(=O)[nH]c2=O)cc1,1,-1,5,0,4,-1,32
CC1CCCCN1CCCNc1c(C=O)c(=O)[nH]c2ccccc12 (stereo not drawn),nt,10,4,0,0,-4,2
O=C(C[C@H]1CC[C@H]2NC[C@H](O)COC[C@@H]2O1)Nc1ccc(-c2ccccc2)cc1,-2[16.7 µM],0,nt,-3,-2,nt,-17
CCC(=O)Nc1cccc(NC(=S)NC(=O)c2ccccc2Cl)c1,-4,nt,nt,5,-1,nt,nt
C[C@@H]1CCCCO[C@@H](CN(C)Cc2ccc(Cl)c(Cl)c2)[C@@H](C)CN([C@@H](C)CO)C(=O)c2cc(NC(=O)Nc3cccc4ccccc34)ccc2O1,-1[16.7 µM],-6,1,-2,-3,-4,nt
COCC#Cc1ccc2c(c1)O[C@@H](CN(C)C(=O)Nc1ccc(OC)cc1)[C@@H](C)CN([C@H](C)CO)S2(=O)=O,-3[16.7 µM],3,-4,-3,-5,0,28
O=C(C1CCC(CNS(=O)(=O)c2cccc3nsnc23)CC1)N1CC=C(c2ccccc2)CC1 (stereo not drawn),-3,5,3,-3,-2,nt,-9
COc1cc(NC(=O)CSc2nc(C)c(C)c(C)n2)c(C)cc1[N+](=O)[O-],-6,nt,6,-6,-44,-2,nt
COc1ccc([C@H]2/C=C\CN(Cc3ccc(N(C)C)cc3)[C@@H](C)C(=O)N2Cc2ccc(F)cc2)cc1,-2,0,0,3,19,nt,5
CC(=O)c1cccc(OCC(O)CNCCc2ccc(Cl)cc2)c1 (stereo not drawn),7,-1,-4,-3,-3,0,1
Cc1nonc1NC(=O)CSc1nnc(-c2ccoc2C)n1CC(C)C,5,1,nt,3,-7,nt,20
CC1(C(=O)NNC(=O)c2cccc([N+](=O)[O-])c2)CC1Br (stereo not drawn),-2,-6,1,3,nt,5,4
CC(C)C(C(=O)Nc1nccs1)c1ccccc1 (stereo not drawn),-9,3,nt,1,1,nt,-8
Cc1c(C#N)c2ccccc2n1CC(=O)NCc1ccccc1,-1,12,nt,-2,nt,nt,-11
O=C(Nc1ccnc(-c2ccncc2)n1)c1ccccc1Cl,nt,nt,-1,nt,-2,-5,nt
COc1ccc(NC(=O)COC(=O)C2CCN(S(=O)(=O)c3ccccc3)CC2)cc1Cl,-20,3,-9,1,13,3,24
O=C(OCc1csc(-c2ccccc2)n1)C1=NN(c2ccccc2)C(=O)CC1,-8,38,-7,0,2,-3,4
CCOC(=O)CSc1nc2c(c(=O)[nH]c(=O)n2C)n1C/C=C(/C)Cl,-2,-5,nt,-2,-1,nt,63
COc1ccc(OCC(=O)OCC(=O)NC2CC2)cc1,-3,-12,-5,2,-7,2,26
Cc1nc2ccccn2c(=O)c1NC(=O)c1ccc2c(c1)OCO2,-2,0,-5,0,nt,nt,2
C/C=C/c1ccc([C@@H]2[C@@H](CO)N3CCCCN(C(=O)Nc4ccccc4F)C[C@@H]23)cc1,-27[16.7 µM],nt,0,41,-5,-5,nt
O=C(CNC(=S)N(CCCN1CCOCC1)Cc1cccs1)N1CCCC1,-3,6,3,4,2,-6,2
Cc1ccc(S(=O)(=O)Nc2ccc3c(c2)C(=O)N([C@H](C)CO)C[C@H](C)[C@H](CN(C)C(=O)c2ccccc2)OCCCC[C@@H](C)O3)cc1,2[16.7 µM],4,2,-6,-2,0,nt
O=C(NCc1ccco1)C1CCCN(S(=O)(=O)c2ccc(Br)cc2)C1 (stereo not drawn),nt,-5,0,nt,-3,-3,1
Cc1ccccc1CN1[C@@H](Cc2ccccc2)COCCS1(=O)=O,-6,nt,nt,-2,8,nt,nt
Cc1onc(-c2c(Cl)cccc2Cl)c1C(=O)N/N=C(\N)COc1ccc(Cl)cc1,-19,10,nt,-1,19,nt,-61
CN(C)C(=O)[C@@H]1[C@@H](CO)[C@@H]2Cn3c(ccc(-c4ccccc4)c3=O)[C@H]1N2CC1CCCC1,-2[16.7 µM],-4,-5,1,-3,-2,5
CCN1[C@H](C(=O)NCCc2cn(C)cn2)[C@@H](CO)[C@@H]2Cn3c(ccc(-c4cccnc4)c3=O)[C@@H]21,-1[16.7 µM],-7,4,-3,1,-2,-7
CCCCCCCC(=O)Nc1cc(C(=O)NCc2ccc(C)cc2)ccc1N1CCC2(CC1)CC(c1ccccc1)=NO2,2,-5,2,0,nt,3,-7

# Five records drawn at random from the list so far:
structure,miR-122 sensor,esBAF inh,ERp5 block,Cneo AK release,ARNT TACC3 PPI,SIRT5 block,Statin myotox sup
C/C=C/c1ccc([C@@H]2[C@@H](CO)N3CCCCN(C(=O)Nc4ccccc4F)C[C@@H]23)cc1,-27[16.7 µM],nt,0,41,-5,-5,nt
O=C(CNC(=S)N(CCCN1CCOCC1)Cc1cccs1)N1CCCC1,-3,6,3,4,2,-6,2
Cc1ccccc1CN1[C@@H](Cc2ccccc2)COCCS1(=O)=O,-6,nt,nt,-2,8,nt,nt
Cc1onc(-c2c(Cl)cccc2Cl)c1C(=O)N/N=C(\N)COc1ccc(Cl)cc1,-19,10,nt,-1,19,nt,-61
Cc1ccc(S(=O)(=O)Nc2ccc3c(c2)C(=O)N([C@H](C)CO)C[C@H](C)[C@H](CN(C)C(=O)c2ccccc2)OCCCC[C@@H](C)O3)cc1,2[16.7 µM],4,2,-6,-2,0,nt

# Later entries
structure,miR-122 sensor,esBAF inh,ERp5 block,Cneo AK release,ARNT TACC3 PPI,SIRT5 block,Statin myotox sup
O=C(C1CCN(c2nc3nonc3nc2N2CCCCC2)CC1)N1CCOCC1,-4,14,1,-1,7,-4,-2
CCCCn1c(O)c(/C=C2\C=Nc3ccccc32)c(=O)[nH]c1=O,11,3,1,-1,-25,0,15
C[C@H]1CN([C@@H](C)CO)C(=O)c2cc(NC(=O)c3ccncc3)ccc2O[C@@H]1CN(C)S(C)(=O)=O,-2[16.7 µM],2,6,0,nt,nt,-9
CS(=O)(=O)c1nc(S(=O)(=O)c2ccc(Cl)cc2)c(N2CCC(O)CC2)s1,0,-6,-7,-2,-3,3,85*
CCOCCCNCc1ccc(OC)c(OC)c1,5,-6,nt,0,1,nt,-19
C[C@@H]1CN([C@@H](C)CO)C(=O)c2cc(NC(=O)Cn3cnnn3)ccc2O[C@H]1CN(C)CC1CCCCC1,-7[16.7 µM],8,11,3,-5,-4,-1
Cc1cc(C(=O)Nc2cccc3c2O[C@@H](CN(C)Cc2ccncc2)[C@@H](C)CN([C@@H](C)CO)C3=O)n(C)n1,3[16.7 µM],1,-1,1,-6,-1,-16
CCCCn1c(N)c(N(CCOC)C(=O)C2CC(=O)N(Cc3ccco3)C2)c(=O)[nH]c1=O (stereo not drawn),-12,0,1,-2,-7,-3,12
CCc1ccc(/C=C(/C#N)C(N)=S)s1,1,-7,2,3,42,-3,8
CCn1nc(C)c(Br)c1-c1nc(-c2cccc(C)c2)no1,1,1,3,-1,nt,0,-3
CCCC(=O)Nc1ccc2c(c1)C(=O)N(C)C[C@@H](OC)[C@H](C)CN(C(=O)c1ccccn1)[C@H](C)CO2,nt,-4,6,0,2,2,2
Cn1cc(C(=O)NCc2ccc(F)cc2)c(=O)c2cc(S(=O)(=O)N3CCCCC3)ccc21,-2,-1,-1,nt,-1,-3,4
Cc1ccc(C(=O)NC(=S)Nc2ccc(-c3cc4ccccc4oc3=O)cc2)c(C)c1,-1,-20,nt,-1,1,nt,nt
N#Cc1ccc(Nc2ccccc2)c(N)c1,14,1,nt,-1,-17,nt,17
N#Cc1ncc(Cc2ccccc2)nc1C#N,0,7,15,-2,-5,-2,12
COCCOC(=O)C1=C(C)N(c2ccccc2)C(=S)NC1c1ccccc1C(F)(F)F (stereo not drawn),nt,-6,7,1,-14,-7,2
Cc1ccc(S(=O)(=O)Nc2ccccc2C(=O)N2CCCC2)cc1,6,nt,-3,4,11,-4,nt
O=C([C@@H]1[C@@H](CO)[C@@H]2Cn3c(cccc3=O)[C@H]1N2C(=O)c1ccc(F)cc1)N1CCCCC1,2[16.7 µM],5,0,-1,2,-1,3
COc1ccccc1C(=O)NCCC(=O)Nc1ccc(S(=O)(=O)N2C(C)CCCC2C)cc1 (stereo not drawn),nt,6,1,2,nt,-2,7
COc1ccc(OC)c(-n2c(-c3ccn[nH]3)n[nH]c2=S)c1,-7,-1,0,1,8,-5,-5
COc1ccc(C2NC(=S)NC(C)=C2C(=O)c2ccccc2)cc1OC (stereo not drawn),-7,-5,nt,nt,41,nt,-5
Cc1ccc(F)cc1NC(=O)COC(=O)c1ccc2ncsc2c1,-3,1,2,-1,-3,0,20
Cc1nc2ccccc2c(=O)n1NC(=O)c1c(O)c2c(n(CC(C)C)c1=O)CCCC2,2,1,nt,-2,1,nt,11
COc1ccc(-c2c[n+]3c(n2-c2ccc(C)cc2)CCCCC3)cc1,-13,nt,4,0,-2,0,nt
O=c1cc2c(nn1Cc1ccc(F)cc1)-c1ccccc1CC2,nt,nt,-4,nt,1,0,nt
COC(=O)[C@@H]1[C@@H](CO)[C@@H]2Cn3c(ccc(C4=CCCCC4)c3=O)[C@@H]2N1C(=O)C1CC1,-1[16.7 µM],4,0,50,-11,-7,14
Cc1cccc(-c2ccc([C@H]3[C@@H](CO)N4CCCCN(S(=O)(=O)c5ccccc5C)C[C@@H]34)cc2)c1,7[16.7 µM],nt,-2,0,1,1,nt
CN1CCN(C(CNS(=O)(=O)c2ccc(Br)cc2)c2ccc3c(c2)OCO3)CC1 (stereo not drawn),0,3,0,2,16,-2,-8
O=[N+]([O-])c1cc([N+](=O)[O-])c(Oc2ccc(Br)cc2Br)cc1NN1CCCCC1,nt,1,-2,-2,nt,-2,-15
Cc1cccc(C)c1OCCOC(=O)c1ccc(S(=O)(=O)N2CCCC2)cc1,-29,-3,-4,0,nt,-5,16
